Screens from PubChem BioAssay.
p53 reactivator – re-activators of mutant p53 | H1299 p53-A138V BP100-luciferase reporter, luminescence, 24 h | Potency, µM (doses to about 92.2 µM), for inactives: at the top dose activity change, positive = activation, hits mostly activators | 320,000 compounds, 0.063% hits; also: potency is read from the fitted curve at half-maximal effect; % of control where 0% means no effect; nearly all actives have a fitted effect of over 45% in size
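H1299 (p53-null), stable ts p53-A138V + BP100-Luc; 1000 cells/well, Opti-MEM/10% FBS; cpd 4 pt, 1:5; 24 h, 37 deg C, 5% CO2; detection reagent 10 min RT; luminescence.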
RORg inh – blocks mouse ROR gamma transcriptional activity; P51450; Potency, µM (series often up to 53.6 µM), without a hit: at the highest dose activity change, negative = inhibition, usual class: inhibitors; Drosophila S2 Gal4-RORgamma UAS-luciferase reporter, 20 h; 310,000 compounds, 5.4% hits; also: potency is read from the fitted curve at half-maximal effect; % is scaled to controls: 0 for no effect and ±100 for the full control effect; nearly all actives have a fitted effect of over 60% in size
Target sequence (P51450 whole entry, looked up, the tested form may be a part): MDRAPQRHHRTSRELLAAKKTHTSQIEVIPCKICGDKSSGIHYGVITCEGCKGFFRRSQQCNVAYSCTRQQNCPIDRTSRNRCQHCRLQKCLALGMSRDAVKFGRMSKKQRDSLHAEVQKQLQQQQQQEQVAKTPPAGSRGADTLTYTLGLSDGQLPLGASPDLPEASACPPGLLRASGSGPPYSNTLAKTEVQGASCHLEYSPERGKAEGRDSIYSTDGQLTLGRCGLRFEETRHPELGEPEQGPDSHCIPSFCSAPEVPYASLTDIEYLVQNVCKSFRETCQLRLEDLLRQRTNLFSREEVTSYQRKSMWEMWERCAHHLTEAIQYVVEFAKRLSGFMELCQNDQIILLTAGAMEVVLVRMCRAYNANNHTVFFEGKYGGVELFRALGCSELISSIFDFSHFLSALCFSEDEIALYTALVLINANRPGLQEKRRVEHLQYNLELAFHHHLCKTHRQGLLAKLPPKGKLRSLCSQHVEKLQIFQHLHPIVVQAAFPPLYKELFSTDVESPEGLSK
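Compounds are pin-transferred onto Drosophila Schneider cells expressing a copper-inducible Gal4–ROR gamma transactivation domain fusion. After 1 hr, copper sulfate is added to 700 uM final; luciferase is read 20 hr later.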
ELG1 genotoxic – genotoxicity induction in ELG1-luciferase HEK293T cells | HEK293T ELG1-luciferase reporter, luminescence, 16 h | Potency, µM (titrated, usually from 46 µM), for the others: at the top dose activity change, positive = activation, actives largely listed as activators | 330,000 compounds, 1.3% hits | AID 504466; also: potency is read from the fitted curve at half-maximal effect; % of control where 0% means no effect; nearly all actives have a fitted effect of over 60% in size
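Cells (2,000/well) expressing the ELG1-luciferase fusion are dosed by pin tool and kept 16 hr at 37 °C, 5% CO2. Signal comes from ONE-Glo luciferase reagent after 30 min at room temperature.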
BRCA1 expr up – BRCA1 expression activation; MCF7-BRCA1-FFLuc reporter, luminescence, 48 h; response scale: scaled: vehicle 0%, 10 µM genistein 100%; Potency, µM (doses to about 46.1 µM), without a hit: at the highest dose activation, most hits filed as activators; 380,000 compounds, 1.1% hits; also: potency is read from the fitted curve at half-maximal effect; nearly all actives have a fitted effect of over 80% in size; some results filed as inactive show a strong effect at the top dose
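Compounds are tested at multiple concentrations on MCF7 BRCA1-luciferase reporter cells seeded at 2000 per well; after 48 h, a single luminescence end-point is taken and curves fitted to the normalized data.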
Rab9 prom act – activates the Rab9 promoter; 320,000 compounds, 2.8% hits; Potency, µM (series often up to 9.22 µM), without a hit: top-dose activation, negative = inhibition, usual class: activators; Huh7 Rab9 promoter-luciferase reporter, luminescence, 24 h; also: potency is read from the fitted curve at half-maximal effect; % of control where 0% means no effect; nearly all actives have a fitted effect of over 60% in size
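Rab9 promoter-driven luciferase in stably transfected Huh7 cells; 1500 cells/well rested 2 h, exposed to compound in DMSO for 24 h at 37 °C, 5% CO2. Luminescence read 10 min after adding luciferase reagent at ambient temperature.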
FLuc counter – counter-screen for miR-21 project: firefly luciferase inhibitors or activators | purified FLuc, Km substrates, luminescence inhibition | 360,000 compounds, 6.9% hits | Potency, µM (titrated, usually from 57.5 µM), inactives show top-dose activity change, negative = inhibition, hits mostly inhibitors | AID 588342 | P08659;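 also: potency is read from the fitted curve at half-maximal effect; plate controls were vehicle for no effect and reference inhibitor for full effect; nearly all actives have a fitted effect of over 55% in size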
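Purified P. pyralis luciferase (10nM final) with 10uM D-luciferin and 10uM ATP (Km levels) in 50mM Tris acetate pH 7.5, 10mM Mg acetate, 0.01% Tween-20, 0.05% BSA; qHTS 6-point titration, ~60 µM downward; luminescence read.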
Giardia kill – kills Giardia lamblia; Giardia lamblia trophozoite viability; activity change, % at 7.66 µM, hits read low; 340,000 compounds, 0.15% hits; in the data active = activity change below about -80%; inconclusive = between about -30% and that limit;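 also: parasites exposed to compound for two days anaerobically before the ATP read; % is scaled to controls: 0 for no effect and ±100 for the full control effect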
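Luminescence from cellular ATP indicates surviving trophozoites (100 cells/well) following 48 hrs anaerobic compound treatment at 37 deg C; signal develops 15-30 min at room temperature.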
Menin-MLL TR inh – menin-MLL binding inhibition, Texas Red mutant peptide; O00255; Menin + Texas Red MLL mutant peptide, fluorescence polarization; Potency, µM (titrated, usually from 61.6 µM), for inactives: at the highest dose FP activity change, negative = inhibition, most hits filed as inhibitors; 270,000 compounds, 0.23% hits; AID 1768; active = well fitted inhibition curve with a large enough effect in the polarisation, with a control signal flat, not every such curve was filed as active; inconclusive = small, poorly fitted or top-dose-only effect, or effect the other way, or a change in a side signal; inactive = no such curve, though single readings can be large or run the other way; the % refers to the polarisation; also: potency is read from the fitted curve at half-maximal effect; % of control where 0% means no effect; many of its hits are not listed in these tables
Target sequence (O00255 whole entry, looked up): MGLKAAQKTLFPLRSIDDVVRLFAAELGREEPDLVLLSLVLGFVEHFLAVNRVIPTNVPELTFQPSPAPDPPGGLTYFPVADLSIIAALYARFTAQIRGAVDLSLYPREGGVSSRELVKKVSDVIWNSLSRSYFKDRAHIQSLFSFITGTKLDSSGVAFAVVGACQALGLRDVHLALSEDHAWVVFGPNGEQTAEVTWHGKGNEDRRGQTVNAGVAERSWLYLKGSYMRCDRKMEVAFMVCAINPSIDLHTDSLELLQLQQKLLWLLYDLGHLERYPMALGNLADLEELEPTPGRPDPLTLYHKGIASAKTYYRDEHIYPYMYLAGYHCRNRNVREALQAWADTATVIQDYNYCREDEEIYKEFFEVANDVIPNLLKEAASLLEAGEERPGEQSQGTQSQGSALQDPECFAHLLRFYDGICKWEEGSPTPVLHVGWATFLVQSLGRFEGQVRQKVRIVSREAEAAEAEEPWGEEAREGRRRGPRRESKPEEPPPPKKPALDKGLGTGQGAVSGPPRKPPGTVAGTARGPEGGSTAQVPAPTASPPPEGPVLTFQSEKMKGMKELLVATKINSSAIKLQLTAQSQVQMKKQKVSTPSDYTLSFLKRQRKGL
VP16 counter – Gal4-VP16 reporter inhibition counter-screen; Drosophila S2 Gal4-VP16 UAS-luciferase, luminescence, 20 h; Potency, µM (series often up to 53.6 µM), for inactives: at the top dose activity, negative = inhibition, most hits filed as inhibitors; 310,000 compounds, 3.5% hits; AID 2546;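 also: Gal4-VP16 expression switched on by copper sulfate through the metallothionein promoter; potency is read from the fitted curve at half-maximal effect; % is scaled to controls: 0 for no effect and ±100 for the full control effect; nearly all actives have a fitted effect of over 50% in size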
PKM2 act – increases activity of human pyruvate kinase M2; 260,000 compounds, 0.34% hits; purified PKM2, Kinase-Glo ATP luminescence, activation; response scale: 0% is enzyme alone, no compound; AID 1631; Potency, µM (doses to about 57.5 µM), for the others: at the top dose activation, usual class: activators; also: potency is read from the fitted curve at half-maximal effect; % is scaled to controls: 0 for no effect and ±100 for the full control effect; nearly all actives have a fitted effect of over 55% in size
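Purified hPK-M2 (>95%) run at intermediate activity with 0.1 mM ADP and 0.5 mM PEP in 50 mM imidazole pH 7.2, KCl, MgCl2; 1 h room temperature. ATP formed read by Kinase-Glo luminescence; normalized to uninhibited and no-enzyme controls.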
NPC1 prom act – activates the NPC1 promoter; Huh7 NPC1 promoter luciferase reporter, 24 h; Potency, µM (top dose mostly 9.22 µM), for inactives: at the highest dose activation, hits mostly activators; 320,000 compounds, 2.4% hits;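 also: potency is read from the fitted curve at half-maximal effect; % of control where 0% means no effect; nearly all actives have a fitted effect of over 60% in size; reporter is driven by a mutant NPC1 promoter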
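Luminescence from an NPC1 promoter-driven luciferase reporter in stably transfected Huh7 cells was measured after 24 h compound treatment at 37 °C, followed by 10 min ambient incubation with luciferase detection reagent.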
Starred values were filed as active, the others as inactive; ? = inconclusive; nt = no result given; & = joins results of further samples; [ ] = another dose, or the depositor's remark. Unless noted, calls follow the shape of the dose curve; as a rule, active = well fitted curve in the direction sought with a large enough effect; inconclusive = small, poorly fitted or top-dose-only effect, or another doubt; inactive = no such curve, though single readings can be large; an effect the other way counts as inactive or inconclusive.

SMILES | p53 reactivator | RORg inh | ELG1 genotoxic | BRCA1 expr up | Rab9 prom act | FLuc counter | Giardia kill | Menin-MLL TR inh | VP16 counter | PKM2 act | NPC1 prom act
CCn1c(O)c(C2=NCCCC2)c2ccccc21 | 9.9% | 40.4% | 2.6% | 1.4% | 9.6% | -16.0% | -26.2 | -9.3% | 24.0% | -2.9% | 7.9%
CCCCN(CCCC)CC(O)CN1C(=O)NC(C)(C)C1=O (centres undefined) | 0.2% | 3.3% | 0.1% | 26.0% | -0.4% | 6.8% | 8.4 | nt | -0.6% | -8.6% | -2.0%
COc1ccc(/C(N)=N/OC(=O)c2cccc([N+](=O)[O-])c2)cc1 | ? | ? | ? | 50.3% | 13.2% | 19µM* | 5.8 | -3.6% | ? | -1.8% | 10.8%
COc1ccc(OC)c(-c2cc(C(=O)Nc3cccc(Cl)c3)no2)c1 | 4.2% | 1.6% | -0.6% | -57.5% | 3.0% | 2.6% | -4.6 | ? | -1.2% | 0.1% | 23.0%
Cc1ccc(C(=O)c2c(NC(=O)CSc3nnc(N)s3)sc3c2CCCC3)cc1 | -13.1% | 20.8% | -0.5% | -80.4%[inhibitor] | -7.3% | 0.3% | -22.2 | -10.0% | -14.4% | 5.2% | -8.6%
COc1ccccc1NC(=O)N(Cc1cc2cc(OC)c(OC)cc2[nH]c1=O)CC1CCCO1 (centres undefined) | -10.5% | 4.2% | -8.2% | 10.7% | -3.6% | 2.9%[2.3 µM] | -0.9 | -17.2% | 1.7% | 12.1% | 0.4%
O=C(Nc1ccc2[nH]ncc2c1)c1ccccc1 | nt | ? | ? | ? | 3.16µM* | 13.5µM* | -8.1 | 11.0% | -20.3% | -1.8% | 2.82µM*
Cc1oc2c(c1C(=O)N1CCOCC1)C(=O)c1ccccc1C2=O | -8.9% | 3.98µM* | -6.7% | -81.5% | -47.9%[inhibitor] | 3.8% | ? | 0.9% | ? | 2.8% | -33.1%[inhibitor]
COc1ccc(COc2ccc3ccc(=O)oc3c2)cc1 | ? | 37.0% | ? | ? | 2.82µM* | 10.7µM* | ? | -2.2% | 7.1% | nt | 3.98µM*
Cc1cc(NC(=O)C2C3C=CC(C3)C2C(=O)O)no1 (centres undefined) | -4.5% | -0.9% | 2.9% | -1.9% | -0.4% | 1.3% | 30.3[activator] | 4.0% | 2.8% | -1.0% | 0.7%
CCc1ccc(-c2cc(C)no2)cc1S(=O)(=O)Nc1cc(C)on1 | ? | 9.6% | -1.3% | 0.6% | -1.5% | 0.4% | 23.2 | -1.9% | 5.0% | -0.1%[0.46 µM] | -0.5%
CC(C)(C)OC(=O)N1CCN(C(=O)c2[nH]cnc2C(=O)NCc2ccccc2)CC1 | -6.2% | nt | 1.5% | -14.2% | -3.2% | 0.2% | -4.7 | nt | nt | nt | 0.1%
CN1CCN(c2ccccc2NC(=O)c2ccc(N3CCCC3)c([N+](=O)[O-])c2)CC1 | -9.4% | 9.0% | -7.5% | -17.2% | -7.7% | -2.3% | 21.4 | -20.0% | 3.1% | -0.9% | -0.9%
CC1=C(C(=O)OCc2ccccc2)C(c2ccc(Cl)cc2Cl)NC(=O)N1CCCCCC(=O)O (centres undefined) | -7.1% | ? | 1.8% | 0.0% | -4.7% | 7.3% | -8.2 | -12.2% | -0.5% | -2.4% | -1.7%
CC(C)c1ccc(/C=C(\NC(=O)c2ccccc2)C(=O)NCCN2CCOCC2)cc1 | 1.0% | -0.2% | -8.1% | nt | -0.1% | 1.4% | nt | nt | -1.9% | 1.8% | 0.9%
O=C(c1ccc(NS(=O)(=O)c2cccs2)cc1)N1CCOCC1 | 0.7% | 12.1% | 8.5% | -11.7% | -5.6% | 7.2% | -10.1 | nt | 4.4% | 3.4% | -5.6%
CCOC(CCNC(=O)c1cc2c(=O)[nH]c3ccccc3c2s1)OCC | -0.6% | 4.8% | -3.1% | -16.0% | 8.8% | -2.1% | 10.3 | -0.9% | -2.6% | nt | -0.9%
COc1ccc(Cl)cc1NC(=O)CN(C)C(=O)c1cn2ccccc2n1 | -2.1% | nt | 2.5% | -37.2% | -2.1% | 5.9% | -19.9 | nt | nt | nt | -12.1%
CCCC(C(=O)NC1CCCC1)N(C(=O)Cn1nnc(-c2ccc(C)o2)n1)c1ccccc1OC (centres undefined) | -1.9% | -2.3% | 8.0% | -44.9% | -2.2% | 0.6% | -0.2 | -2.1% | 7.6% | -2.4% | -0.3%
CCOC(=O)N1CCN(C(=O)COC(=O)C2CCN(S(=O)(=O)c3c(C)c(C)cc(C)c3C)CC2)CC1 | 8.6% | nt | 11.0% | -8.0% | 2.7% | 1.1% | 3.3 | nt | nt | nt | -0.8%
CCOC(=O)C(Cc1ccccc1)NC(=O)CCc1nnc2ccc(N3CCCC3)nn12 (centres undefined) | 2.4% | -10.1% | 2.2% | -23.1% | 0.5% | 0.6% | -12.2 | -23.3% | 3.9% | nt | 0.5%
Clc1ccccc1-c1nnc2sc(-c3ccncc3)nn12 | -3.0% | ? | -8.0% | 0.0% | 1.0% | -10.2% | -7.5 | -6.6% | 3.9% | -1.8% | 3.0%
N#Cc1ccc(-c2ccc(OCC(O)Cn3nnc4ccccc43)cc2)cc1 (centres undefined) | -10.2% | -28.8% | -0.9% | -36.7% | -8.3% | -12.2% | 11.8 | 7.9% | ? | -1.9% | -8.1%
CCCc1nc2c(nnn2Cc2ccccc2)c(=O)[nH]1 | 0.4% | 24.0%[0.365 µM] | 5.4% | -1.0% | -1.0% | 2.3% | -15.9 | 19.9% | nt | 7.6% | -9.3%
COc1cccc(C(=O)N=c2sc3c(C)ccc(OC)c3n2C)c1 | 20.9% | 33.8% | 0.651µM* | ? | 0.708µM* | 0.675µM* | -20.0 | 15.9% | 1.2% | -0.6% | 0.708µM*
Cc1ccc(N2C(=O)N(CC(=O)NCc3ccc(Cl)cc3)C(=O)C2C)cc1 (centres undefined) | 2.1% | ? | -1.0% | -29.0% | 0.9% | -14.5% | -19.6 | 19.8% | -3.8% | 2.0% | -3.3%
CCc1ccc2c(c1)[C@H]1OCC[C@H]1[C@@H](c1cccs1)N2 | 14.2% | ? | 2.7% | -20.5% | -22.5% | 15.1µM* | -8.6 | -3.3% | -2.4% | -3.0% | -15.5%
CC1(C)Cc2c(c(=S)nc(-c3ccccc3)n2Cc2cccnc2)CO1 | -1.3% | 17.1% | -0.9% | 0.2% | 1.2% | 0.7% | 7.0 | nt | 0.0% | -5.2% | 1.2%
CC1CCCCC1NC(=O)c1ccc2c(c1)OCCO2 (centres undefined) | ? | nt | 11.9% | 84.3% | 29.0% | ? | -13.0 | nt | nt | nt | 12.4%
Cc1noc2ncnc(N3CCN(c4ccc(F)cc4)CC3)c12 | 3.1% | -20.2% | -4.6% | -17.8% | -12.2% | 1.3% | 27.3 | -10.2% | 4.3% | -8.3% | -9.8%
COc1cccc(C(=O)Nc2ccc(NC(=O)C(C)(C)C)cn2)c1 | 5.6% | 7.08µM* | ? | 1.2% | 0.316µM* | 0.849µM* | ? | 11.6% | 8.91µM* | -13.5% | 0.355µM*
CCC(CC)NC(=O)CCc1nc2ccccc2c(=O)[nH]1 | 4.4% | -0.7% | 0.0% | 4.0% | 1.6% | -0.7% | -4.6 | -3.8% | -0.2% | 10.0% | -1.4%
O=C(O)C1CC=CCC1C(=O)NNS(=O)(=O)c1ccccc1 (centres undefined) | 0.8% | -8.7% | 1.8% | -20.7% | 13.1% | -5.4% | -14.5 | -1.3% | 15.0% | -8.9% | 5.0%
O=[N+]([O-])c1ccc(CSc2ccc(S(=O)(=O)N3CCOCC3)cn2)cc1 | -5.1% | nt | -3.0% | -33.7% | -1.4% | 0.5% | -1.1 | nt | nt | nt | -2.4%
COc1cc(CN(C)C(C)C(=O)Nc2ccc([N+](=O)[O-])cc2Cl)ccc1OC(F)F (centres undefined) | -7.4% | 27.7% | -1.7% | -16.5% | -7.1% | 0.5% | -25.4 | -3.8% | -2.6% | -7.0% | 0.8%
CCOC(=O)CCN(Cc1ccccc1)S(=O)(=O)c1csc(C(N)=O)c1 | -2.3% | 10.1% | -1.5% | -12.6%&-1.0% | 0.4% | 5.0%&3.7% | 50.1[activator] | nt | -15.6% | nt | -2.0%
COc1ccccc1N1C(=O)c2ccc(C(=O)Nc3ccc(C(=O)O)cc3)cc2C1=O | 6.7% | 18.5% | 0.6% | 11.1% | -3.3% | 26.9µM* | -19.1 | 23.8% | 4.3% | nt | -3.2%

This is a subset; the hit share may differ from the screen's.
